MITF TRPM1 inh = inhibitors of MITF-dependent TRPM1 promoter reporter, primary screen, cell-based, SK-MEL-5, single point, luciferase; actives 0.83% (n = 330,000); inhibition, % at 12.5 µM; SK-MEL-5 TRPM1 promoter luciferase, 24 h;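 active = mean inhibition across replicates of 60% or more, whatever share of single replicates reaches that level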; note: values of inactives mirror those of a sister screen read the other way
TWEAK Fn14 block = inhibitors of TWEAK-Fn14 signaling, primary screen, luciferase reporter cells, uHTS. TWEAK-stimulated Fn14 reporter cells, luciferase luminescence, 8 h. inhibition, % at 10 µM. actives 2% (n = 360,000). AID 1159606, 2016; in the data active = inhibition above about 50%
aDG glyco up = activators of alpha-DG glycosylation, primary screen, uHTS, Pro5-aDG cells, AlphaScreen; activation, % at 10 µM; actives 0.22% (n = 360,000); alpha-DG glycosylation AlphaScreen (IIH6); 0% Pro5, 100% B10-LARGE cell signal;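 active = activation of at least 8% versus controls, or a plate z-score of at least 8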;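 note: Pro5 are CHO cells carrying HIG-tagged alpha-DG that lacks glycosylation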
Peg3 promoter = Peg3 promoter-driven luciferase inhibitors, primary screen, cell-based, HeLa, luciferase luminescence. HeLa PEG-Prom luciferase reporter, overnight. inhibition, % at 20 µM. actives 1.7% (n = 360,000);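 active = inhibition of at least 50% at 20 µM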
CF NFkB block = inhibitors of PAF-induced NF-kB signaling, primary screen, cell-based, GFP fluorescence, uHTS; KKLEB NF-kB-GFP reporter, GFP fluorescence overnight; inhibition, % at 5 µM; actives 0.86% (n = 360,000); AID 588850, 2011;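 active = at least 50% inhibition at 5 µM, scaled per plate between neutral and stimulator controls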;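 note: PAF is a Pseudomonas aeruginosa culture filtrate used as stimulus; plate controls were PAF-stimulated DMSO wells for no effect and unstimulated DMSO wells for full effect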
NR2E3 ag-1 = inhibitors of NR2E3-RetCOR corepressor binding, primary screen, NR2E3 agonist project, biochemical, TR-FRET, GST-NR2E3, biotin-RetCOR; Photoreceptor-specific nuclear receptor (Homo sapiens), Q9Y5X4; 1536-well; inhibition of corepressor binding, % at 4.78 µM; actives 0.12% (n = 320,000); AID 2300, 2010;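 active = percent inhibition above the cutoff of mean plus 3 SD of all tested compounds, set per screening campaign, cut at about 20% in these data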;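 note: 0% = DMSO wells and 100% = biotin wells as full block of FRET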
Target sequence (Q9Y5X4 whole entry, looked up): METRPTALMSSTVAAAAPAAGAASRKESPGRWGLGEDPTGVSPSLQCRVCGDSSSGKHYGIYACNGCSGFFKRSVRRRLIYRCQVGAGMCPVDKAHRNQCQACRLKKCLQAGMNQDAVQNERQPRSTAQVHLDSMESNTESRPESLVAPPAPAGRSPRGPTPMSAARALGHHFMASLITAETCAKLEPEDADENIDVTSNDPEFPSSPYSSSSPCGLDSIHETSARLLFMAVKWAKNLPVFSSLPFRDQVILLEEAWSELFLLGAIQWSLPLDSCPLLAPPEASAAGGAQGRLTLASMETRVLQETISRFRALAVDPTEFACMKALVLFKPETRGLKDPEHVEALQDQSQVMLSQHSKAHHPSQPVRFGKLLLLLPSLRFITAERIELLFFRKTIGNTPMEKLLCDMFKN
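Test system – NR2E3–RetCOR corepressor complex · Quantity – NR2E3 fusion 1.35 nM · Buffer or medium – Tris pH 7.5 · Incubation – Compound–protein incubation for 5 h at 4 °C · Technique – TR-FRET, Eu(K)-anti-GST donor, streptavidin-D2 acceptor, ex 340, em 617/671 nm · Evaluation – percent inhibition of 671/617 nm emission ratio versus biotin and DMSO controls · Plate – 1536-well format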
HIF-2a inh = HIF-2a reporter inhibitors, primary screen, luminescence, 786-0 RCC cells; 786-0 RCC cells HIF-2a reporter, luciferase luminescence, overnight; inhibition, % at 18.8 µM; actives 0.72% (n = 360,000); AID 624352, 2012;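 active = inhibition of the luminescence signal of 40% or more relative to plate controls, in a single-dose primary screen at 18.75 µM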
iPSC survival up = enhancers of single-cell hiPSC survival, primary screen, ATPlite luminescence; 100% = ROCK inhibitor wells, 0% = DMSO; survival enhancement, % at 20 µM; actives 0.044% (n = 360,000); AID 602274, 2012; in the data active = survival enhancement above about 18%;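 note: cells exposed to compounds for 16 hours before the ATP read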
NR2E3 ag-2 = NR2E3 agonists in two-hybrid cells, primary screen, cell-based, luminescence, CHO-S, Gal4-NCOR/VP16-NR2E3; Photoreceptor-specific nuclear receptor (Homo sapiens), Q9Y5X4; AID 602229, 2012; inhibition of corepressor binding, % at 3.98 µM; luciferase; actives 0.35% (n = 360,000);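 active = inhibition above the mean of all tested compounds plus 3 SD, cut at about 70% in these data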;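 note: 0% = DMSO with NR2E3 transfected cells and 100% = cells lacking NR2E3 construct; higher means lower luciferase signal from less NR2E3 corepressor binding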
KKLEB tox = cytotoxicity in KKLEB CF airway cells, primary screen, cytotoxicity control for CF NF-kB inhibitor project, cell-based, uHTS, fluorescence assay plates; KKLEB CF airway cells viability, ATPlite luminescence, overnight; stronger effect = lower value; cells stimulated with P. aeruginosa culture filtrate; activity change (cytotoxicity), % at 5 µM; actives 0.36% (n = 360,000); AID 602141, 2011;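 active = corrected activity change at or below -50% at 5 µM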
Shn3 inh set2 = reduction of Shn3 3'UTR firefly luciferase signal, primary screen, Schnurri-3 inhibitor project, cell-based, Clone20 osteoblasts, set 2 | Clone20 osteoblast Shn3 3'UTR firefly luciferase, 24 h | inhibition, % at 12.5 µM | actives 0.52% (n = 360,000);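 active = mean inhibition of at least 75% with every replicate also reaching 75%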;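 note: 0% = median of neutral control wells and 100% = pilot-screen positive control compound; some compounds past the cut are filed as inactive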
* marks the source's active call; other numbers are inactive results. Compounds as they come; overall some 4.4% were active at least once.

Results for CN(C)/C=C1\C=C(c2ccccc2)OC1=O ?
MITF TRPM1 inh: -13.1; TWEAK Fn14 block: 0.7; aDG glyco up: -0.2; Peg3 promoter: -42.8; CF NFkB block: 4.4; NR2E3 ag-1: -4.7; HIF-2a inh: -20.7; iPSC survival up: -2.5; NR2E3 ag-2: -37.7; KKLEB tox: -0.4; Shn3 inh set2: -5.7

How did COc1ccc2c(c1)CCCC21NC(=O)N(CC(=O)NC(=O)NCc2ccccc2)C1=O (centres undefined) do in these assays?
MITF TRPM1 inh: 12.1; TWEAK Fn14 block: -7.6; aDG glyco up: 0.8; Peg3 promoter: 21.1; CF NFkB block: 3.5; NR2E3 ag-1: -2.5; HIF-2a inh: 15.1; iPSC survival up: 0.4; NR2E3 ag-2: -82.3; KKLEB tox: -1.5; Shn3 inh set2: 11.3

How did Cc1nc2ccccc2c2oc(C(=O)N3CCN(C4CCCCC4)CC3)cc12 do in these assays?
MITF TRPM1 inh: 14.9; TWEAK Fn14 block: 8.3; aDG glyco up: 0.1; Peg3 promoter: 22.7; CF NFkB block: -9.0; NR2E3 ag-1: -1.6; HIF-2a inh: 6.2; iPSC survival up: -3.4; NR2E3 ag-2: 26.2; KKLEB tox: 2.1; Shn3 inh set2: 80.9

How did Cc1ccc(OCC(O)CN2CCN(c3ccccn3)CC2)c(C)c1 (centres undefined) do in these assays?
MITF TRPM1 inh: 4.2; TWEAK Fn14 block: -17.1; aDG glyco up: -0.1; Peg3 promoter: 2.2; CF NFkB block: 18.3; NR2E3 ag-1: 1.0; HIF-2a inh: 15.3; iPSC survival up: 0.1; NR2E3 ag-2: -16.9; KKLEB tox: -8.1; Shn3 inh set2: -4.3

What do the screens show for `CCOC(=O)c1cn2nc(N3CCCC3)ccc2n1`?
MITF TRPM1 inh: 17.3; TWEAK Fn14 block: 78.9*; aDG glyco up: 0.3; Peg3 promoter: 5.5; CF NFkB block: -10.7; NR2E3 ag-1: -1.6; HIF-2a inh: -27.0; iPSC survival up: -0.8; NR2E3 ag-2: -155.8; KKLEB tox: -0.8; Shn3 inh set2: 24.8

How did O=C(CN1CCN(C(=O)C2CCN(C(=O)/C=C/c3ccccc3)CC2)CC1)Nc1ccc(F)cc1 do in these assays?
MITF TRPM1 inh: -6.4; TWEAK Fn14 block: 2.3; aDG glyco up: 0.3; Peg3 promoter: -11.6; CF NFkB block: -30.6; HIF-2a inh: 1.1; iPSC survival up: -0.6; NR2E3 ag-2: -13.5; KKLEB tox: 13.5; Shn3 inh set2: 5.2

What do the screens show for `COc1cccc2cc(C(C)N(CCCN3CCOCC3)C(=O)Nc3ccccc3)oc12` (centres undefined)?
MITF TRPM1 inh: 1.3; TWEAK Fn14 block: 2.1; aDG glyco up: -0.1; Peg3 promoter: 6.7; CF NFkB block: 0.4; NR2E3 ag-1: 0.8; HIF-2a inh: 3.9; iPSC survival up: -3.2; NR2E3 ag-2: 4.6; KKLEB tox: -0.9; Shn3 inh set2: -5.1

Results for CC1=CCC2C(=O)N(c3cccc(C(=O)NCc4ccccc4)c3)C(=O)C2C1 (centres undefined) ?
MITF TRPM1 inh: -8.7; TWEAK Fn14 block: -11.1; aDG glyco up: 0.0; Peg3 promoter: 13.5; CF NFkB block: 9.9; NR2E3 ag-1: -2.2; HIF-2a inh: 12.0; iPSC survival up: -0.1; NR2E3 ag-2: -26.1; KKLEB tox: -15.9; Shn3 inh set2: -6.4

What do the screens show for `CC1(C(=O)NS(=O)(=O)Cc2ccccc2)CCN1C(=O)C1(c2ccc(Cl)cc2)CCC1` (centres undefined)?
TWEAK Fn14 block: -6.2; aDG glyco up: -0.2; Peg3 promoter: -0.1; CF NFkB block: -5.5; HIF-2a inh: -0.2; iPSC survival up: -1.5; NR2E3 ag-2: 12.3; KKLEB tox: 1.8; Shn3 inh set2: 9.7

How did CCc1noc(C)c1C(=O)N1CCCC(C(=O)c2cc(F)ccc2OC)C1 (centres undefined) do in these assays?
MITF TRPM1 inh: -3.5; TWEAK Fn14 block: 9.1; aDG glyco up: -0.1; Peg3 promoter: 5.8; CF NFkB block: -3.0; NR2E3 ag-1: 2.7; HIF-2a inh: 10.6; iPSC survival up: 0.0; NR2E3 ag-2: 4.8; KKLEB tox: 9.1; Shn3 inh set2: -8.1

What do the screens show for `Cc1cc(N2C(=O)C(=O)/C(=C(/O)c3ccc(Cl)cc3)C2c2cccc(Br)c2)no1` (centres undefined)?
MITF TRPM1 inh: -13.4; TWEAK Fn14 block: -2.1; aDG glyco up: 0.2; Peg3 promoter: 12.1; CF NFkB block: -11.6; NR2E3 ag-1: 5.9; HIF-2a inh: 5.1; iPSC survival up: -1.4; NR2E3 ag-2: 13.2; KKLEB tox: -0.5; Shn3 inh set2: 3.2

How did CNc1nc(SC)nc2ccsc12 do in these assays?
MITF TRPM1 inh: 2.3; TWEAK Fn14 block: 12.1; aDG glyco up: -0.1; Peg3 promoter: 6.5; CF NFkB block: 2.0; NR2E3 ag-1: 2.3; HIF-2a inh: 13.9; iPSC survival up: 2.0; NR2E3 ag-2: -9.1; KKLEB tox: -0.5; Shn3 inh set2: 12.6

Results for C=CCn1c(O)c(N=NC(=O)C(O)c2ccccc2)c2ccccc21 (centres undefined) ?
MITF TRPM1 inh: 12.4; TWEAK Fn14 block: 3.8; aDG glyco up: 0.0; Peg3 promoter: 5.5; CF NFkB block: 2.2; NR2E3 ag-1: -0.6; HIF-2a inh: -0.8; iPSC survival up: 0.0; NR2E3 ag-2: 20.3; KKLEB tox: -6.3; Shn3 inh set2: -14.9

How did Cc1nn(-c2ccccc2)c(C)c1/C=C/C(=O)OCC(=O)Nc1ncc(C(F)(F)F)cc1Cl do in these assays?
MITF TRPM1 inh: -11.7; TWEAK Fn14 block: -16.7; aDG glyco up: 0.1; Peg3 promoter: 12.0; CF NFkB block: -6.2; NR2E3 ag-1: -0.7; HIF-2a inh: 9.5; iPSC survival up: -0.3; NR2E3 ag-2: -1.5; KKLEB tox: 3.7; Shn3 inh set2: 2.6

How did CSCCC(NC(=O)OC(C)(C)C)C(=O)NC(C(=O)NC(CC(C)C)C(N)=O)C(C)C (centres undefined) do in these assays?
MITF TRPM1 inh: -9.0; TWEAK Fn14 block: 4.1; aDG glyco up: 0.0; Peg3 promoter: 0.1; CF NFkB block: 15.0; NR2E3 ag-1: 1.7; HIF-2a inh: -17.3; iPSC survival up: -0.6; NR2E3 ag-2: -1.6; KKLEB tox: 6.0; Shn3 inh set2: -9.8

Results for O=c1oc2ccccc2c(CNc2ccccc2)c1[N+](=O)[O-] ?
MITF TRPM1 inh: -7.5; TWEAK Fn14 block: -4.6; aDG glyco up: 0.0; Peg3 promoter: -16.2; CF NFkB block: 6.8; NR2E3 ag-1: 0.4; HIF-2a inh: -15.6; iPSC survival up: -0.4; NR2E3 ag-2: -22.6; KKLEB tox: -11.6; Shn3 inh set2: 23.0

Results for O=C(NCCC(=O)N1CCc2ccccc21)c1ccccc1Cl ?
MITF TRPM1 inh: 0.0; TWEAK Fn14 block: 14.8; aDG glyco up: 0.0; Peg3 promoter: 2.2; CF NFkB block: -6.6; NR2E3 ag-1: -1.1; HIF-2a inh: -8.5; iPSC survival up: 0.2; NR2E3 ag-2: -5.3; KKLEB tox: 4.1; Shn3 inh set2: -4.1

Results for COc1cccc(/C=C2\CCCCC2=O)c1 ?
MITF TRPM1 inh: -14.3; TWEAK Fn14 block: 37.6; aDG glyco up: 0.3; Peg3 promoter: -49.9; CF NFkB block: 6.7; NR2E3 ag-1: -0.9; HIF-2a inh: -26.7; iPSC survival up: -0.2; NR2E3 ag-2: -9.2; KKLEB tox: 2.9; Shn3 inh set2: -2.3

Results for COc1ccc(/C(C)=N\Nc2nc(-c3ccccc3)cc(=O)[nH]2)cc1 ?
MITF TRPM1 inh: 12.5; TWEAK Fn14 block: 17.3; aDG glyco up: -0.1; Peg3 promoter: -9.1; CF NFkB block: -9.8; NR2E3 ag-1: 1.1; HIF-2a inh: 7.3; iPSC survival up: -1.2; NR2E3 ag-2: -15.0; KKLEB tox: 11.8; Shn3 inh set2: 8.3

Results for COCCNC(=O)CNC(=S)N(Cc1ccccc1)Cc1cccnc1 ?
MITF TRPM1 inh: -6.1; TWEAK Fn14 block: 26.6; aDG glyco up: -0.1; Peg3 promoter: 10.5; CF NFkB block: 2.1; NR2E3 ag-1: -1.6; HIF-2a inh: 11.2; iPSC survival up: -0.4; NR2E3 ag-2: -10.9; KKLEB tox: -0.1; Shn3 inh set2: -0.3

Results for CN(C)Cc1ccccc1CNC(=O)c1cccc(S(=O)(=O)Nc2ccc3c(c2)OCO3)c1 ?
TWEAK Fn14 block: -17.4; aDG glyco up: -0.3; Peg3 promoter: -42.3; CF NFkB block: -10.9; HIF-2a inh: -36.9; iPSC survival up: 2.8; NR2E3 ag-2: -8.2; KKLEB tox: -31.4; Shn3 inh set2: 10.5

How did COc1ccc(NC(=O)Nc2ccc3[nH]ccc3c2)cc1 do in these assays?
TWEAK Fn14 block: -61.6; aDG glyco up: 0.1; Peg3 promoter: -278.7; CF NFkB block: -6.7; NR2E3 ag-1: -2.3; HIF-2a inh: -298.5; iPSC survival up: 0.6; NR2E3 ag-2: -80.8; KKLEB tox: 4.7; Shn3 inh set2: -103.9

How did O=[N+]([O-])c1ccccc1/C=N/n1c(-c2cccnc2)n[nH]c1=S do in these assays?
MITF TRPM1 inh: -1.1; TWEAK Fn14 block: -17.8; aDG glyco up: -0.7; Peg3 promoter: -4.7; CF NFkB block: -1.8; NR2E3 ag-1: 3.1; HIF-2a inh: -12.8; iPSC survival up: -1.0; NR2E3 ag-2: -13.2; KKLEB tox: -0.4; Shn3 inh set2: -7.8

How did Cc1ccc(Cl)cc1N1CCN(Cc2nc3c(c(=O)[nH]c(=O)n3C)n2Cc2ccccc2F)CC1 do in these assays?
MITF TRPM1 inh: 7.0; TWEAK Fn14 block: 25.8; aDG glyco up: 0.0; Peg3 promoter: 44.8; CF NFkB block: 41.9; NR2E3 ag-1: -2.1; HIF-2a inh: -6.8; iPSC survival up: 7.1; NR2E3 ag-2: -34.4; KKLEB tox: -11.9; Shn3 inh set2: 13.8

Source: PubChem BioAssay
